Source: PubChem
Anesthetic bind = candidate novel general anesthetic via apoferritin binding. Potency, µM (doses to about 77.5 µM), for inactives: top-dose activity change, negative = displacement, most hits filed as inhibitors. actives 0.074% (n = 350,000). AID 485281. apoferritin/1-aminoanthracene competitive binding, fluorescence; further: potency means the concentration at half of the fitted maximal effect; on the % scale 0 is the no-effect control and ±100 the full control effect; nearly all actives have a fitted effect of over 20% in size
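Apoferritin-based anesthetic binding model; compound displacement of fluorescent 1-AMA measured as endpoint fluorescence after 10 minutes at room temperature, scaled to free-ligand and complex controls.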
D1 agonist = agonists of human D1 dopamine receptor; actives 1% (n = 360,000); AID 504660; HEK293 T-REx D1 cells, calcium flux, agonist mode; activation, % at 2 µM; in the data active means activation above about 30%; further: 0% is about no effect
Target sequence (P21728 whole entry, looked up): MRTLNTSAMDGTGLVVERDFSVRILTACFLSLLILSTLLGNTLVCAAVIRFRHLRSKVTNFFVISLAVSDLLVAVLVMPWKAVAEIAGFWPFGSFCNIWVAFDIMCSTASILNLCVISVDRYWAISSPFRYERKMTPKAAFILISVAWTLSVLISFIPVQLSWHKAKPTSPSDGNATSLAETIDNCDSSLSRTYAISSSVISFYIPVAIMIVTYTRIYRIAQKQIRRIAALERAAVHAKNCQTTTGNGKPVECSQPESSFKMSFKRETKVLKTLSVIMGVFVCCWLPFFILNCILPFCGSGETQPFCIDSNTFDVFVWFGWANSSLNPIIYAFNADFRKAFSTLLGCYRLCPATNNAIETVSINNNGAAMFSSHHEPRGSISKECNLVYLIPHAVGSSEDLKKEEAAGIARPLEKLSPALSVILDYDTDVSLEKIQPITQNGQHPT
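Inducible HEK293 T-REx D1 cells, force-coupled to calcium signalling, were plated at 4000 cells/well with tetracycline and held overnight at 30 C. After no-wash calcium dye loading, compound-evoked calcium rise over 180 s flagged agonists.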
D1 potentiator = potentiators of human D1 dopamine receptor | P21728 | HEK293 TREx D1 cells, calcium flux, dopamine EC20 potentiation | potentiation, % at 10 µM | actives 0.036% (n = 360,000); in the data active means potentiation above about 30%; further: 0% is about no effect
D2 PAM = positive allosteric modulators of human D2 dopamine receptor; P14416; HEK293 T-REx D2, calcium flux, EC20 dopamine potentiation; potentiation, % at 10 µM; actives 0.34% (n = 340,000);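 active means potentiation over 3 SD above the plate norm, cut at about 30% in these data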; further: 0% is about no effect
Target sequence (P14416 whole entry, looked up): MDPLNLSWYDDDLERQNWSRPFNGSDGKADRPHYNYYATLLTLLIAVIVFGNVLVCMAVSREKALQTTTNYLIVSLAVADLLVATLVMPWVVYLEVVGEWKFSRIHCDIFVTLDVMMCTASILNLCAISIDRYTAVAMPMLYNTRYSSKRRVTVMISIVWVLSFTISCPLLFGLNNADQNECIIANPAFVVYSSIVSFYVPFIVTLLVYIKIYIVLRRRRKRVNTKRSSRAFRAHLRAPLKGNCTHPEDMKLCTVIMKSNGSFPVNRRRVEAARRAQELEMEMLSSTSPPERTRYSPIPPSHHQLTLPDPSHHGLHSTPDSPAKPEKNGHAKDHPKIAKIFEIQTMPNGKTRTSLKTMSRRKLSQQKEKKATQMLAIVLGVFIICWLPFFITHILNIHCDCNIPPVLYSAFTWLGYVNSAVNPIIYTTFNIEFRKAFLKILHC
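Tetracycline-induced Hek293 Trex D2 cells, force-coupled to calcium, loaded with no-wash calcium dye. Compound added with 180 s kinetic read for agonism, then EC20 dopamine and a further 180 s read for potentiation.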
TRHR PAM = allosteric enhancers of human TRH receptor; P34981; TRHR cells, fluo-8 calcium fluorescence, EC20 TRH enhancement; enhancement, % at 2 µM; actives 0.66% (n = 360,000); AID 493056; in the data active means enhancement above about 30%; further: 0% is about no effect
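TRHR-expressing cells loaded with fluo-8 calcium dye were read kinetically (ex 480/em 530) during compound addition, then stimulated with an EC20 of TRH (10 nM final). Enhancement of the Gq-mediated intracellular calcium response was scored.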
D1 antagonist = human D1 dopamine receptor antagonism; P21728; HEK293 TREx D1 cells, calcium flux, dopamine EC80; active compounds read low; activity change, negative = inhibition, % at 10 µM; actives 3.2% (n = 360,000); in the data active means activity change below about -30%; further: on the % scale 0 is the no-effect control and ±100 the full control effect
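Calcium flux readout: force-coupled, inducible Hek293 Trex D1 line, cells induced overnight at 30 C with tetracycline, dye-loaded 30–90 min at RT. Antagonism scored against EC80 dopamine challenge given 180 s after compound.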
RXFP1 ag = agonists of human relaxin receptor RXFP1; AID 2676; HEK293T-RXFP1 cAMP TR-FRET, 30 min; response scale: percent of porcine relaxin response, buffer zero; Q9HBX9; Potency, µM (titrated, usually from 57.5 µM), inactives show at the highest dose activation, hits mostly activators; actives 0.3% (n = 370,000); further: potency means the concentration at half of the fitted maximal effect; on the % scale 0 is the no-effect control and ±100 the full control effect; nearly all actives have a fitted effect of over 60% in size; many of its hits are not listed in these tables
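HEK293 cells stably expressing RXFP1, treated 30 min at 37C with compounds plus PDE4 inhibitor Ro 20174; cAMP measured by HTRF TR-FRET. Normalized to buffer and 29 nM porcine relaxin; EC50 by Hill fit.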
RXFP1 antagonist = antagonists of human relaxin receptor RXFP1; HEK293-RXFP1, relaxin-stimulated cAMP HTRF, 30 min; active compounds read low; activity change, negative = inhibition, % at 57.5 µM; actives 0.59% (n = 350,000);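 active means activity change of -60% or lower, but not beyond a set lower limit; inconclusive means change between -60% and -40%, or beyond the set limit; inactive means change above -40%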; further: on the % scale 0 is the no-effect control and ±100 the full control effect
TRHR ag = activates the human TRH receptor; TRHR cells, calcium flux fluo-8, FDSS agonist mode; actives 0.18% (n = 360,000); activation, % at 2 µM; P34981; in the data active means activation above about 30%; further: 0% is about no effect
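Read-out: compound-evoked intracellular calcium rise in TRHR cells, fluo-8 dye, kinetic FDSS fluorescence at 1 s/cycle following a 10-cycle baseline. Cells cultured overnight before dye loading (30 min–1.5 h, RT).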
* marks the source's active call; other numbers are inactive results; ? = inconclusive; . = not tested or not shown; & = joins results of further samples; [ ] = another dose, or the depositor's remark. Unless noted, the call rests on the fitted dose curve; in most records, active means well fitted curve in the direction sought with a large enough effect; inconclusive means small, poorly fitted or top-dose-only effect, or another doubt; inactive means no such curve, though single readings can be large; an effect the other way counts as inactive or inconclusive.

The first 2 records, to show the layout:
SMILES	Anesthetic bind	D1 agonist	D1 potentiator	D2 PAM	TRHR PAM	D1 antagonist	RXFP1 ag	RXFP1 antagonist	TRHR ag
CCC1CCCCN1C(=O)Cn1c(=O)n(CCCCCC(=O)NCc2ccccc2Cl)c(=O)c2sccc21 (stereo unspecified)	4%	2	0	-9	-14	-11	1.8%	-1	-2.1
O=C(CN1CCOc2ccccc21)NCc1ccccc1	-2%	-3	-7	-1	-5	-7	-1.1%	-5	0.1

The list itself, repeating the preview:
SMILES	Anesthetic bind	D1 agonist	D1 potentiator	D2 PAM	TRHR PAM	D1 antagonist	RXFP1 ag	RXFP1 antagonist	TRHR ag
CCC1CCCCN1C(=O)Cn1c(=O)n(CCCCCC(=O)NCc2ccccc2Cl)c(=O)c2sccc21 (stereo unspecified)	4%	2	0	-9	-14	-11	1.8%	-1	-2.1
O=C(CN1CCOc2ccccc21)NCc1ccccc1	-2%	-3	-7	-1	-5	-7	-1.1%	-5	0.1
CCc1cc2c(N=Nc3c(O)[nH]c4ccccc34)ncnc2s1	-1%	3	-2	-10	-1	3	-0.8%	.	0.3
CCOc1ccccc1CN1CCNC(=O)C1CC(=O)NCCCn1cccn1 (stereo unspecified)	-7%	6	-1	2	-1	10	-0.4%	7	-0.1
COc1ccc(C2C(C(=O)c3ccccc3)N3c4ccccc4C=CC3C2[N+](=O)[O-])cc1 (stereo unspecified)	?	41*	-3	14	16	-6	-1.1%	-24	15
CC(C)(C)NC(=O)Cn1cc(S(=O)(=O)Cc2ccccc2Cl)c2ccccc21	1%	1	0	-4	5	9	1.8%	-17	0.4
CC1CN(C(=O)CCC(=O)NCc2ccc(F)cc2)c2cc(Cl)ccc2O1 (stereo unspecified)	168%[activator]	0	0	-23	18	-24	-0.5%	-16	-0.7
Cn1cnnc1SCC(=O)N1CCN(C(=O)c2ccco2)CC1	0%	1	-5	-3	-3	-26	2.9%	-7	0.5
COc1cccc(-c2cc(C(=O)NCCc3ccc(OC)c(OC)c3)no2)c1	-4%	24	-1	-9	-1	3	-0.6%	-10	0.6
COc1ccc(Nc2c3c(nc4ccc(NC(=O)/C=C/c5cc(OC)c(OC)c(OC)c5)cc24)CCCC3)cc1OC	-11%	-1	0	16	-2	0	-4.6%	-13	0.3
O=C(NC(NC(=S)N1CCOCC1)C(Cl)(Cl)Cl)c1cccc2ccccc12 (stereo unspecified)	-6%	1	0	6	5	-1	2.8%	.	-0.4
C=CC(=O)OCCOCCOCCOCCOC(=O)C=C	.	1	-1	-6	0	.	1.5%	.	0.0
NNc1nc2sc3c(c2c(=O)n1Cc1ccccc1)CCC3	-22%	1	-1	4	-3	-8	2.9%	-3	-0.8
O=C(COC(=O)Cc1c(Cl)cccc1Cl)Nc1ccccc1-c1ccccc1	57%[activator]	29	-8	-4	6	-26	4.6%	-3	2.3
Cc1cc(NC(=O)c2ccc(NC(=O)C3CC3)cc2)no1	-5%	6	-1	6	7	0	0.7%	-8	-1.2
CCN(CC)c1nn2c(=O)c(C(=O)NCc3ccc(N(C)C)cc3)cnc2s1	-5%	-1	-3	-15	3	7	4.9%	-7	0.0
O=C(COc1ccccc1)Nc1ccc(CSc2ccccc2)cc1	-10%	8	5	-1	2	2	1.3%	-19	3.2
O=C1NC2=C(C(=O)CCC2)C(c2ccccc2[N+](=O)[O-])N1 (stereo unspecified)	-5%	0	0	-1	8	-3	-3.8%	-1	0.9
O=C(Nc1ccc([N+](=O)[O-])cc1)c1cn(-c2ccccc2)nc1-c1cc2ccccc2o1	-8%	4	-6	8	-5	3	0.3%	.	-0.3
COc1ccc(CN(C)CC(=O)Nc2sc3c(c2C#N)CCC3)cc1OC	-16%	6	-8	1	-1	-14	-0.7%	-2	-0.9
CCCOC(=O)c1ccc(NC(=O)CN(C)Cc2cccs2)cc1	3%	12	.	0	7	-24	2.1%	9	2.0
O=C(COc1ccc(Cl)cc1)OCC(=O)N1CCCc2ccccc21	-16%	3	5	.	5	-16	0.3%	-12	-0.4
Cc1cc(=O)oc2c3c(cc(OCC(=O)Nc4ccc(CCO)cc4)c12)OC(C)(C)CC3	-19%	2	-1	12	-13	-4	4.2%	.	0.9
Cc1ccc(S(=O)(=O)CC(=O)Nc2nc3c(C)cccc3s2)cc1	1%	-5	0	-2	-4	.	1.9%	-28	-0.1
COc1ccc2cc(S(=O)(=O)N3CCCC3)ccc2c1	?	9	-11	11	0	-28	-1.2%	11	-2.3
COc1ccc(C)cc1Nc1nnc(C)c(=O)[nH]1	-4%	0	-3	-10	-4	.	1.0%	-13	0.6
Oc1ccccc1C=Nc1ccccc1-c1nc2ccccc2[nH]1	16%	0	7	-5	2	-9	1.9%	10	-0.1
O=C(NC1CCCC1)C(c1ccccn1)N(C(=O)c1csnn1)C1CCCCC1 (stereo unspecified)	-5%	1	-4	-7	-5	10	0.0%	-3	-0.1
O=C(CSc1nc2ccccc2n1CC(=O)N1CCCCC1)N1CCCCC1	6%	1	-2	10	-5	0	-2.6%	-9	-1.0
CCOC(=O)c1cc(-c2csc(COc3ccccc3)n2)on1	4%	7	-2	-3	-2	-8	2.4%	-7	-1.0

Ordered by value in RXFP1 antagonist (smallest number first): three of the compounds above
Compound | RXFP1 antagonist
O=C(CSc1nc2ccccc2n1CC(=O)N1CCCCC1)N1CCCCC1 | -9
CCOC(=O)c1cc(-c2csc(COc3ccccc3)n2)on1 | -7
COc1ccc2cc(S(=O)(=O)N3CCCC3)ccc2c1 | 11

(continued)
SMILES	Anesthetic bind	D1 agonist	D1 potentiator	D2 PAM	TRHR PAM	D1 antagonist	RXFP1 ag	RXFP1 antagonist	TRHR ag
CCOc1ccccc1C1CC(=O)NC(C)=C1C(=O)OCc1ccc(C)cc1 (stereo unspecified)	2%	2	1	1	17	14	2.2%	.	-0.5
O=C(COc1ccccc1[N+](=O)[O-])Nc1cccc(Cl)c1N1CCOCC1	?	3	-7	16	-4	-26	0.9%	-8	0.3
O=C(Nc1nnc(C2CC2)s1)c1ccco1	1%	1	3	1	22	1	0.6%	23	1.8
O=C(COc1ccc([N+](=O)[O-])cc1)NCC1(N2CCOCC2)CCCCC1	-7%	0	0	-6	-6	-19	1.6%	-7	0.1
Cc1nc2c3ccccc3nc(NNC(=O)CCC(=O)N3CCN(c4ccc(F)cc4)CC3)n2n1	-3%&-17%	3&2	-1&1	-2&-2	10&14	-15&18	8.1%&8.9%	0&-3	0.9&0.0
Cc1cc(=O)[nH]c(SCC(=O)Nc2ccc(Br)cc2)c1C#N	-11%	14	-2	-6	3	-18	1.0%	-21	3.9
Cc1ccc(-c2n[nH]c(=S)c3ccccc23)cc1S(=O)(=O)NCC1CCCO1 (stereo unspecified)	-9%	4	2	5	-5	7	16%	-13	1.0
Cc1cc(-c2ccc(C)c(S(=O)(=O)N3CCOc4ccc(Cl)cc43)c2)on1	20%	11	-4	3	7	-11	-0.5%	.	-0.8
O=C(O)CN=C1NC2(CCCCC2)Cc2ccccc21	-6%	0	-3	6	0	9	-2.3%	-4	0.6
Cc1cc(C)cc(NC(=O)CCN2C(=O)c3ccccc3Sc3ncccc32)c1	-2%	4	-4	6	-4	3	-0.2%	8	0.2
COc1ccccc1NCC(=O)N/N=C/c1c(O)ccc2ccccc12	-6%	3	-3	-9	-2	-8	0.0%	-15	2.5
O=C(Cn1ccnc1)c1ccc(Cl)cc1	-4%	3	-4	0	2	0	4.7%	-1	-1.1
COCc1[nH]nc2c1C(c1ccc(F)cc1F)C(C#N)=C(N)O2 (stereo unspecified)	-8%	4	-7	14	4	-20	1.7%	10	0.4
Cc1ccc(-n2c(=O)c3c(c4cc(C)ccc4n3C)n(Cc3ccc(F)cc3)c2=O)cc1	35%	1	-2	1	24	9	3.8%	-8	-0.9
CC(/C=N\NC(=O)CN1CCN(S(=O)(=O)c2ccc(C)cc2)CC1)=C\c1ccccc1	-23%	2	6	-10	6	11	-2.2%	17	-0.5
COc1cc(OC)c(C(=O)NCc2cccnc2)cc1OC	-4%	2	6	8	-1	2	-0.2%	-7	0.1
COc1ccc(OC)c(/C=C/C(=O)OCC(=O)NCc2cccs2)c1	.	-1	7	11	-8	9	0.9%	6	-5.0
O=C(O)CSc1nnc(-c2cccc(S(=O)(=O)N3CCOCC3)c2)n1-c1cccc(Cl)c1	-1%	3	4	15	-3	-31*	0.8%	5	0.4
COCCNC(=S)N/N=C(\C)c1cccc(OC)c1	-6%	-3	-6	-4	-4	27	0.8%	-8	-0.1
COc1ccc(CCN2C(=O)CN(C3CCCCCC3)C(=O)C2c2ccc(Cl)cc2)cc1OC (stereo unspecified)	-7%	5	-1	1	-3	11	-0.6%	7	-0.9
CN(C)/C=C/c1c([N+](=O)[O-])c2ccc(O)cc2n1-c1ccccc1	-9%	2	-7	10	-3	-9	-3.0%	-15	-1.6

One compound at a time, as listed above. Order of values: Anesthetic bind | D1 agonist | D1 potentiator | D2 PAM | TRHR PAM | D1 antagonist | RXFP1 ag | RXFP1 antagonist | TRHR ag
COc1ccc(OC)c(/C=C/C(=O)OCC(=O)NCc2cccs2)c1 reads . | -1 | 7 | 11 | -8 | 9 | 0.9% | 6 | -5.0
CN(C)/C=C/c1c([N+](=O)[O-])c2ccc(O)cc2n1-c1ccccc1 reads -9% | 2 | -7 | 10 | -3 | -9 | -3.0% | -15 | -1.6
COc1ccc(CCN2C(=O)CN(C3CCCCCC3)C(=O)C2c2ccc(Cl)cc2)cc1OC (stereo unspecified) reads -7% | 5 | -1 | 1 | -3 | 11 | -0.6% | 7 | -0.9
COCCNC(=S)N/N=C(\C)c1cccc(OC)c1 reads -6% | -3 | -6 | -4 | -4 | 27 | 0.8% | -8 | -0.1
COc1cc(OC)c(C(=O)NCc2cccnc2)cc1OC reads -4% | 2 | 6 | 8 | -1 | 2 | -0.2% | -7 | 0.1

Not all compounds are listed. The share of hits here may be higher or lower than overall.
